IEC-6 cytotox = kills IEC-6 intestinal cells in KLF5 counter-screen; IEC-6 cytotoxicity, luminescence viability; inhibition, % at 5 µM; hit rate 0.78% among 290,000; AID 1825; in the data active = inhibition above about 22%;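 also: 0% = plate median of test compound wells and 100% = cytotoxic reference compound wells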
HSP90 inh = inhibitors of HSP90 luciferase refolding in rabbit reticulocyte lysate; luciferase refolding luminescence, 3 h; inhibition, % at 5.6 µM; hit rate 0.91% among 290,000;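 active = inhibition above the screen-wide mean plus 3 SD, computed separately per campaign, cut at about 16% in these data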;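 also: 0% = DMSO wells and 100% = 60 µM geldanamycin wells; inhibitors lower the luminescence because luciferase stays unfolded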
HIF activator = HIF pathway transcriptional activation | activation, % at 7.5 µM (by protocol) | hit rate 0.32% among 300,000 | U2OS HRE-luciferase reporter, luminescence; normalized: DMSO 0%, desferrioxamine 100%;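 active = mean activation of at least 10% of the iron chelator positive control signal, with at least half of replicates also reaching 10%; inconclusive = mean and replicate majority disagree about reaching 10%; inactive = mean and most replicates under 10%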
Platelet DG rel = platelet dense granule release activity; human platelet-rich plasma, SFLLRN dense granule ATP release, luminescence; hit rate 0.22% among 300,000; AID 1663; inhibition, %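 (compounds screened at 7.5 µM in platelet-rich plasma)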;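 active = mean replicate score, as percent of positive control, at or above 50; inconclusive = mean below 50 but at least one replicate at or above 50; inactive = mean and every replicate below 50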
aSyn 5UTR inh = MLPCN primary screen, SNCA 5' untranslated region | alpha-synuclein 5'UTR reporter, inhibitor activity | inhibition, % (tested at 7.5 µM) | hit rate 0.82% among 300,000 | AID 1813; in the data active = inhibition above about 60%; inconclusive = no clear call, values can overlap the other calls;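 also: H4 neuroglioblastoma cells stably carrying SNCA 5'UTR luciferase fusion; 0% = DMSO wells and 100% = positive control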
HDAC3 inh = human HDAC3 inhibition | hit rate 0.15% among 320,000 | recombinant HDAC3, fluorogenic peptide/trypsin coupled, fluorescence | inhibition, % at 8.3 µM; in the data active = inhibition above about 26%, passing the limit was not always enough; inconclusive = no clear call, values can overlap the other calls
Target sequence (O15379 whole entry, looked up): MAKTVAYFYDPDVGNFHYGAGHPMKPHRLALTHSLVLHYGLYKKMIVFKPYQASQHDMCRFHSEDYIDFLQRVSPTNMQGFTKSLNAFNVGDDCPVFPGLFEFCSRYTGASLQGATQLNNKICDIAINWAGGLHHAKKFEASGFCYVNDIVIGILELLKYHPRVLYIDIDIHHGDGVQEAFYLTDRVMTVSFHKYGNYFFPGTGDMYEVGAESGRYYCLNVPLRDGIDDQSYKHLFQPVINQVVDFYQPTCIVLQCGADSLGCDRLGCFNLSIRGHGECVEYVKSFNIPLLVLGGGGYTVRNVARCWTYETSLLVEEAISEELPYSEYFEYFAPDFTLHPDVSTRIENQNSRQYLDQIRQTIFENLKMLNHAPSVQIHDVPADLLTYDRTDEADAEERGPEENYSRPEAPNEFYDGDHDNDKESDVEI
AI-2 QS modul = Vibrio harveyi AI-2 quorum sensing modulation | Vibrio harveyi JMH597 AI-2 luminescence/OD600 ratio, 9 h; hits give low values; strain lacks LuxN and CqsS sensors; 0 = neutral-control median | activity change, % at 7.5 µM | hit rate 0.4% among 300,000; in the data active = activity change below about -75%, passing the limit was not always enough; inconclusive = no clear call, values can overlap the other calls;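 also: luminescence divided by OD600 gain over 9 h not by final OD600 alone; inactives centre near 13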
HSF1 inh = HSF1 inhibition. hit rate 0.77% among 300,000. AID 2098. NIH3T3-HGL HSE-luciferase, MG132-induced, luminescence 8 h; hits give low values. activity change, negative = inhibition, % at 7.5 µM (by protocol);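 active = more than half of replicate wells show activity change below -50%, luminescence cut by over half; inconclusive = some wells, but at most half, below -50%; inactive = no replicate well below -50%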;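 also: luciferase reports HSF-1 transcriptional activity via heat shock element; 0% = median of DMSO wells and -100% = zero luminescence signal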
KLF5 inh = kruppel-like factor 5 inhibition | DLD-1 KLF5 promoter-luciferase reporter, luminescence | inhibition, % at 5 µM | hit rate 0.23% among 290,000;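 active = inhibition above a per-plate limit of that plate's mean compound inhibition plus 3 SD, cut at about 60% in these data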;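 also: 0% = DMSO wells and 100% = LY294002 at 200 µM; higher means less KLF5 promoter-driven luciferase light; inactives centre near -14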
HSF-1 act = increases HSF-1 driven luciferase reporter signal. activation, % at 9 µM. hit rate 1.7% among 300,000. NIH3T3-HGL HSF-1 luciferase reporter, MG132, 8 h; 100% = twice DMSO control signal;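 active = mean replicate activation of at least 50% with a set share of replicates each reaching 50%; inconclusive = only one of those two conditions met; inactive = mean below 50% and too few replicates reaching it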;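 also: 0% = median of the neutral control wells and 100% = twice that signal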
An asterisk follows results filed as active; ? = inconclusive; . = no result given.

SMILES	IEC-6 cytotox	HSP90 inh	HIF activator	Platelet DG rel	aSyn 5UTR inh	HDAC3 inh	AI-2 QS modul	HSF1 inh	KLF5 inh	HSF-1 act
CC(=O)Nc1ccccc1OCC(=O)c1ccc2c(c1)OCO2	1	0	1.3	-6	-99	?	30	10	-164	23
CCOC(=O)N1CCN(C(=O)C2CCN(S(=O)(=O)CC)CC2)CC1	-4	-1	-0.5	-2	4	-9	19	-4	-28	-5
CC(=O)Oc1ccc2ccccc2c1C(NC(=O)Cc1ccccc1)c1ccccc1Cl (stereo unspecified)	4	1	-0.7	-3	17	1	4	1	-5	40
CC(NC(=O)CCCc1ccccc1)c1ccncc1 (stereo unspecified)	0	-2	1.1	-3	-1	5	1	-1	-16	-10
CCOC(=O)N1CCC(NC(=O)c2cccs2)CC1	-1	0	-0.4	1	-3	3	22	25	-10	67*
O=C(CSc1ncn[nH]1)c1ccco1	-4	-4	-0.5	4	0	5	2	-11	-21	-17
O=C(CSc1nc(N2CCOCC2)nc(N2CCOCC2)n1)Nc1ccc([N+](=O)[O-])cc1	0	0	-0.6	-15	-10	1	22	-7	-47	6
Cc1ccsc1/C=C(/C#N)C(=O)NCc1ccccc1	-5	0	.	2	-18	.	15	.	-11	.
O=C(c1n[nH]c2ccccc12)N1CCN(S(=O)(=O)c2ccc3ccccc3c2)CC1	5	10	-0.2	-2	0	3	26	-1	-12	7
FC(F)(F)c1cccc(N2Cc3ccccc3C2)c1	1	-1	0.8	13	-72	-3	12	10	0	20
COc1cc(CNC(=O)c2ccccc2NC(=O)C2=C(C)OCCS2)cc(OC)c1OC	2	0	-0.6	-1	18	1	20	6	-9	8
COc1cc2c3c(c1)C1(C(=O)N3C(C)(C)C=C2C)C(C#N)=C(N)Oc2cc(C)oc(=O)c21 (stereo unspecified)	3	1	0.5	0	4	.	12	-3	-24	5
COc1ccc(Br)cc1/C=N/NC(=O)CNC(=O)c1cccnc1	6	1	0.3	-2	14	1	1	-2	-19	8
N#CCC(=O)c1ccccc1Oc1ccc(Cl)cc1	-7	1	0.1	3	10	7	24	15	12	14
O=C(c1sc2ccccc2c1Cl)N(Cc1ccccc1Cl)C1CCS(=O)(=O)C1 (stereo unspecified)	3	0	-0.2	-2	11	1	23	11	-9	33
COc1ccc(NC(=O)COC(=O)c2ccccc2SCC(=O)N2CCCC2)cc1	.	.	0.9	-34	-33	0	21	0	.	-6
COC(=O)c1cnc(Oc2ccc(NC(=O)NC(=O)c3c(F)cccc3Cl)cc2)cc1C(F)(F)F	2	5	0.3	-9	-11	0	22	-3	-14	-2
CCN(C(=O)/C=C/c1ccc(OC)cc1)C1CCCCC1	-3	-6	1.3	-7	-49	11	2	2	-55	8
C#CCNC(=O)C1=C[C@@H](c2coc3ccccc3c2=O)C[C@@H](OCc2ccc(CO)cc2)O1	2	0	0.1	2	-10	36*	22	3	5	9
Cc1ccccc1CN(C)CC(=O)Nc1ccccc1-c1ccccc1	7	4	-0.4	0	22	-10	33	-2	-15	-4
Cc1cc(=O)[nH]c(/N=C(\N)Nc2ccc3c(c2)OCCO3)n1	-2	-3	-0.3	-1	-11	3	29	4	-15	1
Cc1ccc(C(=O)NCC(=O)NCc2cc(=O)n(C)c(=O)n2C)cc1C	4	-1	0.5	-7	21	-4	38	-2	-45	-21
CCOc1cc(N2CCOCC2)c(OCC)cc1NC(=O)c1cc(C)nc2ccccc12	2	3	-0.4	7	7	-2	10	4	16	22
CN(C)CCNC(=O)c1ccc(-c2nn(C)c(=O)c3ccccc23)cc1	6	2	0.0	-3	-18	5	17	-15	6	0
O=C(CSc1nc2[nH]ncc2c(=O)n1-c1ccccc1)N1CCCCCC1	-2	-3	-0.9	4	-1	3	3	1	-2	17
O=C(N[C@@H]1C[C@H]2CC[C@@H]1C2)c1ccco1	2	-1	0.1	13	-8	-3	7	-6	13	0
COc1ccc(O[C@H]2C=C[C@@H](c3ccccc3)O[C@@H]2CO/N=C(\C)CCC(=O)OC[C@H]2O[C@H](c3ccccc3)C=C[C@@H]2Oc2ccc(OC)cc2)cc1	-9	-1	-3.8	-3	6	12	19	-9	0	-8
COCCCNC(=O)CN1CCN(Cc2ccccc2Cl)C1=O	-2	-2	0.0	12	-16	-3	27	-6	-22	-4
CC(=O)NC1C(=O)N=C(SCC(=O)NCc2ccccc2)NC1=O (stereo unspecified)	0	-1	0.1	-7	8	-2	20	8	-14	26
COc1ccc(C)cc1-n1nnnc1SCc1cn2ccsc2n1	7	2	-0.4	13	10	3	11	-10	8	-6
Cc1cc(C)n(C(=O)CN2C(=O)COc3ccccc32)n1	6	4	-0.5	2	2	-2	42	-5	-12	13
O=C(NCCCn1ccnc1)c1nc(Cn2ccc([N+](=O)[O-])n2)no1	2	0	-0.2	-1	8	-3	.	-7	-9	-5
C=CCn1c(CCNC(=O)c2ccco2)nc2ccccc21	0	-3	-0.9	-6	-6	4	21	-5	-12	1
COc1cccc(OCCOc2c(OC)cccc2OC)c1	3	5	0.7	-5	-12	1	2	1	-13	20
O=C(NC(NC(=S)Nc1ccccc1)C(Cl)(Cl)Cl)c1cccc(Cl)c1 (stereo unspecified)	3	4	-0.2	0	-5	2	23	3	-18	7
Cc1ccc(C(=O)NCCNc2nc3cc(C)c(C)cc3cc2C)cc1	-2	4	-0.1	2	7	2	8	4	-10	-4
CCC(=O)Nc1nnc(S(=O)(=O)N(CC(C)C)c2ccccc2)s1	5	-4	0.0	2	-15	5	18	-12	-9	0
COc1cc(/C=N/N2C(=O)CSC2=S)ccc1O	-4	3	-1.0	3	7	0	26	-1	-20	7
N#Cc1c(Nc2ccccc2C(F)(F)F)s[nH]c1=O	-7	-1	-0.1	9	-14	2	77	-8	-11	-11
O=C(CCN1C(=O)/C(=C\c2ccccc2F)SC1=S)N1CCCCC1	-2	-1	0.1	-2	-117	-12	3	1	-22	1

Single entries from the results shown:
`O=C(CCN1C(=O)/C(=C\c2ccccc2F)SC1=S)N1CCCCC1` in HSF-1 act shows 1
`N#Cc1c(Nc2ccccc2C(F)(F)F)s[nH]c1=O` in HIF activator shows -0.1

Next part:
SMILES	IEC-6 cytotox	HSP90 inh	HIF activator	Platelet DG rel	aSyn 5UTR inh	HDAC3 inh	AI-2 QS modul	HSF1 inh	KLF5 inh	HSF-1 act
CN(CC(=O)NC1CC(C)(C)NC(C)(C)C1)S(=O)(=O)c1cc(Cl)ccc1Cl	5	8	-0.3	-5	-21	-5	0	-2	-27	-20
Cc1cc(N2CCCC2)ccc1/C=C1\NC(=S)N(C)C1=O	0	-3	1.7	8	-261	0	16	20	-14	47
Cc1ccc2c(c1)C(c1ccncc1)=NNC(c1ccccc1)=N2	0	3	2.2	2	-127	9	11	.	-150	.
COCCNc1nc(C)cc(-c2cc(C(=O)NC3CCCC3)on2)n1	.	.	-0.2	0	11	-8	16	-2	.	-7
CCN(C(=O)COC(=O)c1c(NC(C)=O)sc(C)c1C)C1CCS(=O)(=O)C1 (stereo unspecified)	3	-3	0.0	-4	10	.	23	-7	-23	-12
COC(=O)C1=C(C)N(Cc2ccc(C)cc2)C(=O)C1	-1	1	-0.5	-8	7	2	13	-8	-10	7
CCCSc1nnc(Nc2ccccc2C)s1	-9	-1	1.1	2	-96	2	11	16	-64	43
CC(=O)Nc1sc(N/N=C\c2ccccc2)nc1-c1cccs1	1	1	0.7	-4	-114	3	36	-4	-40	20
CC(NCc1ccc(OCC(N)=O)cc1)C12CC3CC(CC(C3)C1)C2 (stereo unspecified)	-2	-4	-1.4	2	-16	3	25	-6	7	-2
Cc1nn(CCC(N)=O)c2nc(-c3cccs3)cc(C(F)(F)F)c12	2	2	0.2	2	25	-46	16	-11	-21	5
C/C(=C\C(=O)Nc1nccs1)c1ccccc1	-4	-2	2.2	-1	-197	0	15	32	-103	37
COc1ccc(-n2c(=S)[nH]c3cc(C(=O)NCCCN4CCOCC4)ccc3c2=O)c(OC)c1	0	-3	-0.4	9	7	8	14	-5	-5	24
COc1cccc(-c2csc(N3CCN(C(=S)Nc4cccc(C)c4)CC3)n2)c1	-2	1	0.4	-1	-48	14	5	1	-23	-5
CC(C)C(c1nnnn1CC1CCCO1)N1CCN(C2CCCC2)CC1 (stereo unspecified)	-6	2	-0.4	2	8	3	20	-3	-13	1
O=C(COc1ccccc1)NCc1nnc2c3ccccc3c(-c3ccccc3)nn12	0	-5	0.2	-19	36	-4	-10	-5	-32	10
CCN1CCCC1Cn1cnc2c([nH]c3ccc(C)cc32)c1=O (stereo unspecified)	-1	6	0.1	4	-28	-24	10	-7	-3	15
COc1cc(OC)cc(C(=O)NCC(=O)NC(C)c2ccccc2)c1 (stereo unspecified)	-4	4	1.6	21	-4	-4	4	3	3	-1
CC1CN(C(=S)SCC(=O)c2ccc(Cl)cc2)CC(C)O1 (stereo unspecified)	-5	2	0.4	1	3	1	42	-1	-22	26
CCCc1sc(N/N=C/c2ccccn2)nc1-c1ccc(Br)cc1	2	3	25*	-15	82*	-10	9	-7	-1	-10
COc1ccc(Cn2nnnc2C(c2cccs2)N2CCOCC2)cc1 (stereo unspecified)	-9	1	-0.1	-3	5	-4	-7	0	-7	24
CC(C)Cc1cc(C(=O)Nc2sc3c(c2C#N)CCC3)no1	1	0	-0.4	1	4	1	16	-2	-48	2
CS(=O)(=O)N(CC(=O)N1CCN(c2ccccc2)CC1)c1cccc(Br)c1	2	1	-0.5	-5	-7	2	17	3	-2	2
O=C(NNC(=O)c1cc2cc3ccccc3nc2s1)c1cccc(C(F)(F)F)c1	-4	-10	-0.1	2	-12	5	20	1	-19	-4
N=c1oc2ccc3ccccc3c2cc1-c1nnc2n1CCCCC2	-4	-2	.	.	.	-151	.	.	-9	.
COC(=O)c1cc(S(=O)(=O)NCCc2ccc(SC)cc2)c[nH]1	-1	-3	0.4	?	2	3	7	-3	-7	8
N/C(=N\OC(=O)COc1ccccc1)c1ccncc1	1	4	2.9	-11	-82	7	-47	4	-42	14
Cc1[nH]n(-c2ccccc2)c(=O)c1C=Nc1cccc(F)c1	3	5	1.2	1	-18	3	24	13	-2	28
CCN(C(=O)Cn1c(=O)oc2cc(S(=O)(=O)N3CCCC3)ccc21)c1ccc(OC)cc1	7	1	-0.3	-7	23	2	6	-1	14	-11
CCNC(=O)c1ccc(NC(=O)CC2SC(N3CCCC3)=NC2=O)cc1 (stereo unspecified)	.	.	-2.0	-2	5	-5	50	1	.	-12
CC1=C(C(N)=O)C(c2ccncc2)n2nc(-c3ccccc3Cl)nc2N1 (stereo unspecified)	2	0	-0.3	0	-9	-2	14	0	1	6
COc1ccc(NC(=O)N/C=C/c2ccccc2)cc1	-4	-4	1.0	-4	-53	-3	-46	0	-168	20
COc1ccc(C(C(=O)NC2CCCC2)N(CCCO)C(=O)Cn2nnc(-c3ccc(C)o3)n2)cc1 (stereo unspecified)	0	-3	-4.6	1	2	5	0	-4	-22	2
Cc1cccc(C(=O)Nc2ccccc2C(=O)OCC(=O)Nc2ccc(C#N)cc2)c1	-7	-2	1.0	7	-100	0	35	36	-14	29
O=[N+]([O-])c1ccc(N/N=C/c2ccccc2)cc1	-2	-2	5.1	0	-210	-2	-6	21	-71	48

Bioassay records deposited in PubChem BioAssay by several laboratories.

Compounds as they come; any-hit rate near 5%.
